From PubChem BioAssay
F508del corr: CFTR F508del correction in bronchial cells; 350,000 tested, 0.36% active; activity (quench increase), % at 7.58 µM; AID 720511; CFBE cells, YFP halide quenching; stimulated with forskolin plus potentiator P3; % fluorescence drop versus neutral controls;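 active means mean added fluorescence quench of at least 8% versus neutral control, with both replicates also reaching 8%; inconclusive means only one of the mean or replicate conditions met; inactive means mean below 8% and not both replicates reaching 8%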;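 further: cells transiently co-express mutant CFTR-F508del with the halide-sensitive YFP; corrector assay measuring rescue of mutant channel to the surface after 24 h compound exposure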
SIRT5 block: blocks human SIRT5 desuccinylation of peptide | Purified SirT5, succinyl-peptide AMC, trypsin-coupled fluorescence | inhibition, % at 15 µM | 330,000 tested, 1.1% active; in the data active means inhibition above about 15%; inconclusive means no clear call, values can overlap the other calls
Target sequence (Q9NXA8 whole entry, looked up): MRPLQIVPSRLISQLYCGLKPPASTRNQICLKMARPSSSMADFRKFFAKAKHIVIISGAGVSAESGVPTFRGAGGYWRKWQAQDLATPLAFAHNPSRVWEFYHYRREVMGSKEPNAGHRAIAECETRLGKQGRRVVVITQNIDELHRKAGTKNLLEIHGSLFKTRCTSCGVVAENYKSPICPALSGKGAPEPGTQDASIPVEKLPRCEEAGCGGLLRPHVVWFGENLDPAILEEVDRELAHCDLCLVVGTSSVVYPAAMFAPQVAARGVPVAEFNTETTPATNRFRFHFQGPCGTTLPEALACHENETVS
ERp5 block: blocks human ERp5 reductase activity on insulin. inhibition, % at 9.99 µM. AID 651711. 350,000 tested, 0.05% active. ERp5 insulin aggregation, absorbance 650 nm, 90 min;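 active means mean replicate inhibition above about 25%, with every replicate also reaching it, limit read from the data, passing the limit was not always enough; inconclusive means only one of those two criteria met; inactive means neither criterion met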
Target sequence (Q15084 whole entry, looked up): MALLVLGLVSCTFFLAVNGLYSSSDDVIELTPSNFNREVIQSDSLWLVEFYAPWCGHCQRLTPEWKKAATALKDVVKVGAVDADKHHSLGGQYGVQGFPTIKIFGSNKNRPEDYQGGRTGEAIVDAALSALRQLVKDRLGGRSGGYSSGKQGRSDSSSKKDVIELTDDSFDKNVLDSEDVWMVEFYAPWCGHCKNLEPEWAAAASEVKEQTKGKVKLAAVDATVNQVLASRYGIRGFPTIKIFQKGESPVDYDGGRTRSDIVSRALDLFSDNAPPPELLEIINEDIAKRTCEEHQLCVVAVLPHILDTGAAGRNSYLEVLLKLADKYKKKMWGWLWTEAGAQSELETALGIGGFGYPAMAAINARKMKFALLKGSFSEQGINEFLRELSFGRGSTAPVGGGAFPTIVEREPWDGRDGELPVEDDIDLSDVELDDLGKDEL
ERAP1 inh: ERAP1 (human) enzyme inhibition. Q9NZ08. recombinant ERAP1, Leu-AMC fluorescence, 60 min. inhibition, % at 10.7 µM. 340,000 tested, 0.15% active. AID 652197;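 active means mean replicate inhibition of at least 30%, or all replicates individually reaching that 30% level; inactive means mean below 30% and not every replicate reaching it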;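 further: 0% = neutral control wells and 100% = L-leucinethiol positive control wells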
DENV2 CPE: inhibitors of DENV2 cytopathic effect | CPE inhibition, % at 9.99 µM | DENV2-infected cells, cytopathic effect rescue, plate reader | 350,000 tested, 1.7% active; in the data active means CPE inhibition above about 20%, passing the limit was not always enough; inconclusive means no clear call, values can overlap the other calls; tested in BHK-21 cells;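 further: 0% = median of neutral control wells and 100% = median of positive control wells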
CASP6 VEID inh: blocks human caspase-6 cleavage activity; purified caspase-6, Z-VEID-R110 cleavage fluorescence; P55212; inhibition, % at 12.5 µM; 350,000 tested, 0.53% active;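 active means mean inhibition across replicates at least about 35%, with every replicate also reaching that limit, limit read from the data; inconclusive means only one of the two criteria met; inactive means neither criterion met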;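 further: 0% = median of neutral control wells and 100% = no fluorescence left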
Target sequence (P55212 24-179 limits assumed): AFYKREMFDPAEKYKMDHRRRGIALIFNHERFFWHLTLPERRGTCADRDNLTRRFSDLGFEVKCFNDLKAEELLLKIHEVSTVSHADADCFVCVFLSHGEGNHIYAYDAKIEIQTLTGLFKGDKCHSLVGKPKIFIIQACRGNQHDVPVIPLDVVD
Target sequence (P55212 194-293 limits assumed): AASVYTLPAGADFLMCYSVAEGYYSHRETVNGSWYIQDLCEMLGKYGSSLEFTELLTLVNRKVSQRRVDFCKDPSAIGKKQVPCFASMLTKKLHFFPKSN
miR122 inh: inhibitors of miR-122 in Huh7 cells. Huh7 miR-122 Renilla luciferase sensor, 48 h; neutral wells = 0, positive control = 100. activation (reporter increase), % at 12.5 µM. 340,000 tested, 0.3% active. AID 602342;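 active means mean replicate activation score at least 90 and every replicate individually at or above 90; inconclusive means only one of the two criteria met; inactive means neither criterion met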;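 further: higher luciferase means less miR-122 activity so hits act as miR-122 inhibitors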
An asterisk follows results filed as active; ? = inconclusive; / = no result given; [ ] = remark or other dose.

SMILES	F508del corr	SIRT5 block	ERp5 block	ERAP1 inh	DENV2 CPE	CASP6 VEID inh	miR122 inh
Cc1nc(-c2ccc3c(c2)CCC(=O)N3)cs1	0.7	0	1	-2	-4	4	-5
C=CCn1c(=O)c2c(nc3n2CC(C)CN3Cc2ccccc2)n(C)c1=O (stereo not given)	0.8	1	-3	4	-1	4	-11
Cc1cccc(C(=O)NC(=S)NCc2ccccc2)c1	0.1	1	3	/	-6	-2	-5
CO/N=C\CC(=O)Nc1ccc(Oc2ccccc2)cc1	3.2	-2	3	10	-1	-2	24
COc1ccc(NC(=O)N(C)C[C@@H]2Oc3ccc(NC(=O)c4ccncc4)cc3C(=O)N([C@@H](C)CO)C[C@H]2C)cc1	1.2	0	4	9	3	1	3[16.7 µM]
COc1ccc(S(=O)(=O)N(C)C[C@@H]2Oc3cc(C#CC4CCCC4)ccc3S(=O)(=O)N([C@H](C)CO)C[C@@H]2C)cc1	-0.5	1	0	0	11	1	-8[16.7 µM]
COc1ccc(CC(=O)N/N=C(\C)c2cccnc2)cc1	-0.5	-3	-9	2	3	-5	0
Cc1ccc(NC(=O)C2Cc3ccccc3CN2C(=O)c2ccco2)cc1S(=O)(=O)N(C)C (stereo not given)	-1.8	1	0	-1	?	5	1
CCN(CC(=O)N1CCOCC1)S(=O)(=O)c1ccccc1	-1.1	3	0	-2	4	-6	-1
CC1(C(=O)NC(=S)N(Cc2ccccc2)c2ccccn2)CC1(Cl)Cl (stereo not given)	1.5	/	-3	3	7	1	/
O=C(Nc1cccc(F)c1)c1sc(Cl)nc1-c1ccccc1	0.7	-2	7	-2	6	0	-7
Clc1ccc(-n2cc(COCc3ccccc3)nn2)cc1	-2.4	-2	3	0	7	-6	-10
Nc1nc(N)c(N=Nc2ccc(Cl)cc2)c(=O)[nH]1	/	1	3	-1	10	0	/
COCCn1c(SCc2ccc(OC)c(F)c2)nnc1-c1ccncc1	-1.3	0	7	2	2	-48	/
CCOC(=O)N1CCN(C(=O)CN2C(=O)c3ccccc3S2(=O)=O)CC1	-2.3	3	3	-6	5	1	-6
Cc1cc(C)c(S(=O)(=O)Nc2cnc3ccccc3c2)c(C)c1	-0.8	4	0	-4	0	7	62
C[C@@H]1CN([C@H](C)CO)C(=O)c2cccc(NC(=O)C3CC3)c2O[C@H]1CN(C)C(=O)Nc1ccc(C(F)(F)F)cc1	1.1	1	3	0	7	0	-4[16.7 µM]
O=C(Nc1cccc(C(F)(F)F)c1)C1Cc2c(-c3ccccc3)ccnc2O1 (stereo not given)	6.7	0	2	5	7	5	-1
CC(NC(=O)c1ccc(NC(=O)CC2SC(N3CCCC3)=NC2=O)cc1)c1ccccc1 (stereo not given)	2.0	-3	-3	3	-2	2	1
CCNC(=O)C[C@@H]1CC[C@H]2[C@H](COc3ccc(NC(=O)Nc4ccc(F)cc4)cc3C(=O)N2C)O1	1.4	5	-6	-2	8	0	25[16.7 µM]
O=C(O)/C(=C\c1ccc(Br)cc1)NC(=O)c1cccs1	-1.3	-1	5	3	1	/	14
O=C(COC(=O)/C=C/c1ccco1)NCc1ccco1	-0.5	2	0	-2	-3	60*	-25
CCN1CCN(CC(=O)Nc2ccc(C)cc2C)C(=O)C1=O	1.3	-3	3	-2	-1	-2	1
Cc1cccc(NS(=O)(=O)c2cccc(C(=O)N3CCN(S(=O)(=O)c4ccccc4)CC3)c2)c1	1.5	1	0	3	-13	-2	/
COc1cccc(C(O)c2ncc(-c3cccc(F)c3)[nH]2)c1 (stereo not given)	0.7	-6	5	4	-6	-1	114*

Three compounds out of the list, sorted by length of the SMILES, highest first:
SMILES	F508del corr	SIRT5 block	ERp5 block	ERAP1 inh	DENV2 CPE	CASP6 VEID inh	miR122 inh
CC1(C(=O)NC(=S)N(Cc2ccccc2)c2ccccn2)CC1(Cl)Cl (stereo not given)	1.5	/	-3	3	7	1	/
O=C(Nc1cccc(F)c1)c1sc(Cl)nc1-c1ccccc1	0.7	-2	7	-2	6	0	-7
Clc1ccc(-n2cc(COCc3ccccc3)nn2)cc1	-2.4	-2	3	0	7	-6	-10

The results go on:
SMILES	F508del corr	SIRT5 block	ERp5 block	ERAP1 inh	DENV2 CPE	CASP6 VEID inh	miR122 inh
COc1ccc(CN(C)C[C@H]2Oc3ccc(NS(=O)(=O)c4ccc(OC)cc4)cc3CC(=O)N([C@H](C)CO)C[C@H]2C)cc1	6.0	1	1	-3	-2	/	-6[16.7 µM]
Cc1ccccc1S(=O)(=O)NCC[C@H]1CC[C@@H](NC(=O)C2CCCC2)[C@@H](CO)O1	-2.8	2	3	1	-6	-2	15[16.7 µM]
O=C(Nc1ccc(F)cc1)C(=O)C1C(=O)Nc2ccccc21 (stereo not given)	-1.8	-2	-11	/	7	0	1
COc1ccccc1-c1cn(CC[C@@H]2CC[C@H](NC(=O)CCN3CCCCC3)[C@@H](CO)O2)nn1	0.7	1	12	-1	?	-16	/
Cc1ccc(S(=O)(=O)N2CCN(C(=O)CCCOc3cccc(C)c3)CC2)cc1	1.8	-4	2	-2	-12	-5	/
CC(C)c1ccc(S(=O)(=O)N2CCN(C(C)C(=O)Nc3ccccc3-c3ccccc3)CC2)cc1 (stereo not given)	/	0	4	3	0	0	/
CC1CCN(C(=O)CN(Cc2ccc(Cl)cc2)S(C)(=O)=O)CC1	0.0	0	-1	0	-1	2	-2
Cn1c(=O)c2c(-c3ccccc3)n(-c3cccc(O)c3)cc2n(C)c1=O	2.9	39*	0	1	19	5	-2
Cc1cc(N2CCNC[C@H]2C)ccc1N1CCN(Cc2ccccc2)[C@@H](C)C1	-2.9	-7	-3	1	-7	-15	/
Cc1ccc(OC(=O)c2ccncc2)c(C)c1	-1.3	/	2	3	-6	-2	5
COc1cc2c(c3ccccc13)CCCC2=O	-2.3	/	-8	-3	3	-5	/
O=C(Nc1cc(N2CCCCC2)ncn1)c1ccc(F)cc1	1.5	1	2	8	10	3	/
CC(C)NC(=O)Nc1ccc2c(c1)CC(=O)N([C@@H](C)CO)C[C@@H](C)[C@@H](CN(C)Cc1ccc(C(=O)O)cc1)O2	1.0	-2	9	1	?	-2	-2[16.7 µM]
c1ccc2[nH]c(C3CC3)nc2c1	-4.5	1	-15	10	-6	1	/
COc1ccc(NC(=O)N2CCCC2C(=O)Nc2ccc(C)cc2C)cc1 (stereo not given)	0.9	-1	-6	-2	12	-2	0
Cc1cc(NS(=O)(=O)c2ccc(NC(=O)c3ccc([N+](=O)[O-])s3)cc2)nc(C)n1	3.8	5	3	7	-2	6	/
C#CCOCCOCCOCCNc1nc(N2CCN(C(=O)Cn3cc(CCO)nn3)CC2)nc(N2CCN(C(=O)[C@H]([C@@H](C)CC)n3cc(CCCCN)nn3)CC2)n1	0.9	-6	-1	-2	-11	-9	/
CC(NC(=O)c1cccc(S(=O)(=O)N2CCN(C)CC2)c1)C1CC2CCC1C2 (stereo not given)	-1.2	-1	1	1	4	6	/
O=C(CSc1ccc(Cl)cc1)NC(=O)NC1CCCC1	0.6	0	1	-1	0	1	3
CC1=C(c2ccccc2)C=NNCC1=O	-1.9	7	5	3	-1	1	/
NS(=O)(=O)c1ccc(NS(=O)(=O)c2ccc(NC(=S)Nc3ccccc3)cc2)cc1	3.2	-1	1	3	-6	2	/
CCC(=O)Nc1ccc2c(c1)C(=O)N(C)C[C@H](OC)[C@@H](C)CN(CC1CCCCC1)[C@@H](C)CO2	-1.8	15	-2	-4	1	/	-7[16.7 µM]
Cc1ccc(S(=O)(=O)N(C)CC(=O)N2CC(C)OC(C)C2)cc1 (stereo not given)	0.3	-2	5	-4	-3	0	-2
C[C@H]1CCCCO[C@@H](CN(C)C(=O)c2ccncc2)[C@@H](C)CN([C@@H](C)CO)C(=O)c2cc(NS(=O)(=O)c3ccccc3)ccc2O1	-2.9	5	-1	2	10	-1	6[16.7 µM]
CCN(CC(=O)NCc1ccc(Cl)cc1)C(=O)CSc1ccccc1	4.3	3	0	0	-4	0	/

Filtered by structure: the entries above containing a CF3 group
SMILES	F508del corr	SIRT5 block	ERp5 block	ERAP1 inh	DENV2 CPE	CASP6 VEID inh	miR122 inh
C[C@@H]1CN([C@H](C)CO)C(=O)c2cccc(NC(=O)C3CC3)c2O[C@H]1CN(C)C(=O)Nc1ccc(C(F)(F)F)cc1	1.1	1	3	0	7	0	-4[16.7 µM]
O=C(Nc1cccc(C(F)(F)F)c1)C1Cc2c(-c3ccccc3)ccnc2O1 (stereo not given)	6.7	0	2	5	7	5	-1

Remaining list, next part
SMILES	F508del corr	SIRT5 block	ERp5 block	ERAP1 inh	DENV2 CPE	CASP6 VEID inh	miR122 inh
CCCCN(CC)C(=O)Cn1cnc2sc(C)c(S(=O)(=O)N3CCC(C)CC3)c2c1=O	-0.9	-5	0	1	-3	-1	-2
COc1ccc(C(=O)NCCS(=O)(=O)N2CCN(C(=O)c3ccco3)CC2)cc1	2.2	-2	10	0	-3	6	/
C=CCn1c(SCC(=O)c2c(N)n(C)c(=O)n(C)c2=O)nnc1-c1ccoc1C	3.9	-3	-11	2	13	-1	-7
COc1ccccc1C(=O)NCCCNc1nc2cc(C)cc(C)c2cc1C#N	3.2	-1	1	6	18	2	-10
COc1cc2c(cc1NC(=O)CSc1ccc(C)cc1)oc1ccccc12	-0.1	-3	5	1	5	-2	3
COc1ccc(CC(CC(=O)O)C(=O)Nc2ccc(Cl)c(Cl)c2)cc1 (stereo not given)	-0.7	2	2	-5	4	-3	3
Cc1ccc(-c2cc(C(=O)NC3CCCCC3)no2)cc1	-0.5	0	2	-3	-8	-4	/
CNC(=O)NC(=O)COC(=O)CCc1nc(=O)c2ccccc2n1C	-0.6	-2	3	-1	-6	-2	-10
Cc1ccc(NC(=O)c2ccccc2)cc1-n1cnnn1	3.2	-3	5	3	4	1	-1
O=C(C[C@H]1C[C@H]2c3cc(NC(=O)C4CCOCC4)ccc3O[C@H]2[C@H](CO)O1)NCCc1ccccc1	-2.8	-2	4	0	1	1	-5[16.7 µM]
Cc1sc2ncnc(SCC(=O)Nc3ccc(S(=O)(=O)N4CCOCC4)cc3)c2c1C	-0.1	/	-12	-4	?	7	-8
S=C(NC1CCCCC1)N1CCC(C2C=NC=N2)CC1 (stereo not given)	-0.2	0	2	-5	3	/	-3
O=c1c2c(-c3ccc([N+](=O)[O-])cc3)ccnc2[nH]n1-c1ccccc1	-0.2	-1	-2	6	1	-1	/
COc1cccc(CNC(=O)COC(=O)C2CCN(c3ccc(C(F)(F)F)cn3)CC2)c1	-2.8	-3	2	-1	12	-1	/
CNC[C@@H]1Oc2ccc(NS(=O)(=O)c3cccs3)cc2CC(=O)N([C@H](C)CO)C[C@H]1C	-2.7	-2	0	-1	-9	0	3[16.7 µM]
C=C(C)C1CCC2(C(=O)O)CCC3(C)C(CCC4C5(C)C(C=O)C(O)C(C)(C)C5CCC43C)C12 (stereo not given)	-1.5	/	3	5	-11	2	1
O=C(Nc1ncc(Cc2ccccc2)s1)C1CCCO1 (stereo not given)	-0.5	1	-4	-3	10	-4	1
Cc1cc2c(cc1S(=O)(=O)N(C)c1ccccc1)NC(=O)CO2	-1.0	-1	-5	0	2	-1	-7
CNC[C@@H]1OCCCC[C@H](C)Oc2ccc(NS(=O)(=O)c3ccc(F)cc3)cc2C(=O)N([C@H](C)CO)C[C@@H]1C	1.6	13	-4	0	-10	-3	-3[16.7 µM]
COc1ccc2c3c(n(C)c2c1)[C@H](CO)N(C(=O)NC1CCCC1)CC31CN(C)C1	3.7	0	1	-1	-1	2	/
Cc1ccc(-n2nnnc2SC(C)C(=O)Nc2ccccc2-c2ccccc2)cc1 (stereo not given)	2.7	-2	-1	0	2	-153	-6
Cc1ccc(S(=O)(=O)N(C)c2ccc(OCC(=O)NC3=NCCS3)cc2)cc1	0.7	0	1	-4	5	2	-4
CC(=O)NN1C(=O)c2ccccc2NC1c1ccoc1 (stereo not given)	-1.6	-17	-6	0	0	-3	-2
CN(C)C(=S)Oc1ccccc1-c1ccccc1OC(=S)N(C)C	-0.1	/	-2	-4	/	0	-3
CC(=O)N(C)C[C@H]1Oc2cc(C#CC3(O)CCCC3)ccc2S(=O)(=O)N([C@H](C)CO)C[C@H]1C	1.6	4	0	-1	9	-5	5[16.7 µM]
O=C(NC1CCCCC1)C(=O)c1c[nH]c2ccccc12	-4.2	9	2	-2	10	0	-1
